Assay outcomes from PubChem.
Pol eta inh – qHTS for Inhibitors of Polymerase Eta. recombinant Pol eta, fluorescent DNA replication assay. DNA polymerase eta (Homo sapiens), Q9Y253. Potency, µM (series often up to 114 µM), for the others: at the top dose activity change, negative = inhibition, actives largely listed as inhibitors. hit rate 1.2% among 390,000; further: potency means the concentration at half of the fitted maximal effect; on the % scale 0 is the no-effect control and ±100 the full control effect
Target sequence (Q9Y253 whole entry, looked up): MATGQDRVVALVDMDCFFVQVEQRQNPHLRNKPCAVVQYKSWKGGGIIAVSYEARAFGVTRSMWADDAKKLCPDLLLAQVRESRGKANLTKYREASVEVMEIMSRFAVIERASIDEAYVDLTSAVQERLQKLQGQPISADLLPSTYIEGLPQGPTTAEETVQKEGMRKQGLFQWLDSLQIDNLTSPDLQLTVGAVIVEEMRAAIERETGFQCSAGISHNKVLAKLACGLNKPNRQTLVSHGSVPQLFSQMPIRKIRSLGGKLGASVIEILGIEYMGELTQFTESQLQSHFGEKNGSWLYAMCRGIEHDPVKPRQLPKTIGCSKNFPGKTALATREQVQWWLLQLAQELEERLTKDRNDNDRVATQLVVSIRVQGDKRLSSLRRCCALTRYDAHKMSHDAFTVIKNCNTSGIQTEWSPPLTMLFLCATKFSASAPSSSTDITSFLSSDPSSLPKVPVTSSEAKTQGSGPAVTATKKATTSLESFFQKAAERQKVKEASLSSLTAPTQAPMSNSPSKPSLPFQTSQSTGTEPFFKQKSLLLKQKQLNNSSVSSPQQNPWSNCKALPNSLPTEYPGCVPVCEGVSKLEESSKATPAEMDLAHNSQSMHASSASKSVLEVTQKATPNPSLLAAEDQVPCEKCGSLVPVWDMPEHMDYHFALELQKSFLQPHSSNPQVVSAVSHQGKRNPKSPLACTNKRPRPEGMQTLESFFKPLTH
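Pol eta at 10 nM preincubated with compounds 15 min at room temperature; reaction started with fluorescent substrate (50 nM final) and read kinetically at 0 and 10 min.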
LDHA inh – qHTS assay for inhibitors of human lactate dehydrogenase; purified LDHA, NADH/diaphorase-resazurin fluorescence; hits give low values; activity change, % (values are at about 110 or 230 µM); hit rate 0.15% among 480,000; in the data active means activity change below about -30%; inconclusive means mostly about -25% to -30%;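 further: plate controls were DMSO wells for no effect and wells without enzyme for full effect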
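Resorufin fluorescence (ex540/em590), read at 0 and 20 min after diaphorase/resazurin addition, reports the NADH left after a 5 min room-temperature reaction of 2 nM human LDH5 with 0.06 mM NADH and 0.2 mM pyruvate.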
APE1 inh – qHTS Assay for Inhibitors of the Human Apurinic/apyrimidinic Endonuclease 1 (APE1); recombinant APE1, TAMRA/BHQ-2 abasic DNA cleavage fluorescence; hit rate 0.35% among 350,000; AID 2517, 2012; Potency, µM (series often up to 65.8 µM), inactives show at the highest dose activity change, negative = inhibition, usual class: inhibitors; DNA repair nuclease/redox regulator APEX1 (Homo sapiens), P27695;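 further: potency means the concentration at half of the fitted maximal effect; plate controls were vehicle for no effect and reference inhibitor for full effect; nearly all actives have a fitted effect of over 55% in size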
Target sequence (P27695 whole entry, looked up): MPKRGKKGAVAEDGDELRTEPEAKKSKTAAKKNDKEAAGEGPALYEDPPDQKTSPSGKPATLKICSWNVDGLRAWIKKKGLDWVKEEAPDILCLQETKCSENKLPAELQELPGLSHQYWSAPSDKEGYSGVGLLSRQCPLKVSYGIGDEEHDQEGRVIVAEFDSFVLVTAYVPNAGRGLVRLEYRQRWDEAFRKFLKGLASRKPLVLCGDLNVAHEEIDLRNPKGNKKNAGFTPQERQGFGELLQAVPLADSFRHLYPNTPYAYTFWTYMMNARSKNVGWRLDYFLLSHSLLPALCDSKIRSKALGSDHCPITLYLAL
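Compound pre-exposure to 0.75 nM APE1, 15 min at ambient temperature. Reaction initiated with 50 nM TAMRA/BHQ-2 THF substrate, read immediately in kinetic mode, 525 nm excitation, 598 nm emission.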
POLB inh – qHTS Assay for Inhibitors of DNA Polymerase Beta; Pol beta primer extension/strand displacement, fluorescence kinetic; Potency, µM (doses to about 114 µM), without a hit: top-dose activity change, negative = inhibition, actives largely listed as inhibitors; hit rate 1.3% among 340,000; P06746; further: potency means the concentration at half of the fitted maximal effect; on the % scale 0 is the no-effect control and ±100 the full control effect
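Reaction started by 50 nM substrate onto compound-treated Pol beta (10 nM, 15 min preincubation, room temperature); plates read at 0 min and 10 min. Normalized concentration-effect data fitted by four-parameter Hill equation.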
Apoferritin bind – qHTS Assay for Identification of Novel General Anesthetics; hit rate 0.074% among 350,000; AID 485281, 2010; Ferritin light chain (Equus caballus), P02791; Potency, µM (top dose mostly 77.5 µM), inactives show at the top dose activity change, negative = displacement, actives largely listed as inhibitors; apoferritin/1-aminoanthracene competitive binding, fluorescence; further: potency means the concentration at half of the fitted maximal effect; on the % scale 0 is the no-effect control and ±100 the full control effect; nearly all actives have a fitted effect of over 20% in size
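In PBS, apoferritin at 10 uM is loaded with 1-AMA from a 50% saturated solution. After 10 min of compound exposure at ambient temperature, reduced 535 nm fluorescence indicates probe displacement.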
GRP78 ERSR act – qHTS for Inducers of the Endoplasmic Reticulum Stress Response (ERSR) in Human Glioma: qHTS; U87-MG GRP78 promoter luciferase reporter, 16 h; Potency, µM, without a hit: at the highest dose activation, actives largely listed as activators; hit rate 0.02% among 420,000; further: potency means the concentration at half of the fitted maximal effect; series mostly up to about 76 µM; % of control where 0% means no effect; nearly all actives have a fitted effect of over 35% in size
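ERSR induction read as luciferase luminescence (Bright-Glo, 10 min at room temperature) in stably transfected human U87-MG glioma cells exposed to compounds for 16 h, using GRP78 as sensor.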
BLM inh – qHTS Assay for Inhibitors of Bloom's syndrome helicase (BLM); Potency, µM (doses to about 56.1 µM), inactives show top-dose activity change, negative = inhibition, actives largely listed as inhibitors; recombinant BLM DNA unwinding, fluorescence dequenching; hit rate 0.2% among 350,000;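 further: potency means the concentration at half of the fitted maximal effect; plate controls were vehicle for no effect and no enzyme for full effect; nearly all actives have a fitted effect of over 35% in size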
POLK inh – qHTS for Inhibitors of Polymerase Kappa; Potency, µM (top dose mostly 107 µM), without a hit: top-dose activity, negative = inhibition, most hits filed as inhibitors; AID 588579, 2011; hit rate 0.53% among 400,000; DNA polymerase kappa (Homo sapiens), Q9UBT6; purified Pol kappa, fluorescent DNA synthesis assay, 10 min; further: potency means the concentration at half of the fitted maximal effect; on the % scale 0 is the no-effect control and ±100 the full control effect
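10 nM Pol kappa preincubated 15 min at room temperature with compounds, then reaction started with substrate at 50 nM final. Fluorescence read kinetically at 0 and 10 min; buffer-only wells served as negative control.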
Pol iota inh – qHTS for Inhibitors of Polymerase Iota. Pol iota fluorescent replication assay, 10 min. Potency, µM (doses to about 115 µM), for the others: top-dose activity, negative = inhibition, hits mostly inhibitors. hit rate 1% among 390,000; further: potency means the concentration at half of the fitted maximal effect
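Pol iota at 10 nM preincubated 15 min with compounds at room temperature; reaction started with fluorescent substrate, 50 nM final. Fluorescence read kinetically at 0 and 10 min; buffer-only wells as negative control.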
An asterisk follows results filed as active; ? = inconclusive; . = not tested or not shown; & = joins results of further samples; [ ] = another dose, or the depositor's remark. Unless noted, the call rests on the fitted dose curve; in most records, active means well fitted curve in the direction sought with a large enough effect; inconclusive means small, poorly fitted or top-dose-only effect, or another doubt; inactive means no such curve, though single readings can be large; an effect the other way counts as inactive or inconclusive. These rows are one share of the data; rates above refer to the full screens.

SMILES	Pol eta inh	LDHA inh	APE1 inh	POLB inh	Apoferritin bind	GRP78 ERSR act	BLM inh	POLK inh	Pol iota inh
COc1cn(-c2ccccc2)nc1C(=O)Nc1ccc(C)cc1	0.0%	-3.1	19.5%	1.4%	-2.3%	5.6%	-3.7%	-11.0%	?
Cc1cccc(C)c1NC(=O)CSc1nnc(-c2ccncc2)n1Cc1ccco1	-4.7%	-2.9	8.9%	-4.2%	-14.0%	-2.7%	1.0%	-2.2%[60.1 µM]	23.7%
O=c1c(F)cn(C2CCCO2)c(=O)n1Cc1ccc(Cl)cc1 (centres undefined)	-2.2%	-1.3	5.0%	1.3%	-4.2%	-0.5%	-5.6%	6.5%	8.0%
COc1ccc(COC(=O)N/N=C2/C[C@@H](O)[C@@H](O)[C@@H]3[C@@H]4C(=O)N(C(C)(C)C)C(=O)[C@H]4CC[C@H]23)cc1	.	.	11.6%[12.4 µM]	.	-9.7%[15.3 µM]	-2.4%	0.0%[12.4 µM]	.	.
CC1CCCC(NC(=O)CNC(=S)N(Cc2ccccc2)Cc2cccs2)C1C (centres undefined)	?	4.1	-5.6%	1.7%	?	-5.6%	-11.0%	-12.2%	83.6%[activator]
O=C(COC(=O)CCc1ccc(S(=O)(=O)N2CCOCC2)cc1)NCc1ccc(Cl)cc1	-27.6%	-6.8	-4.5%	0.3%	-14.8%	2.2%	-0.8%	3.5%	-11.6%
COc1cccc(C(=O)N2CCN(Cc3ccccc3C(F)(F)F)CC2)c1	-21.5%	-15.3	-6.0%	-14.1%	-9.2%	-3.0%	-8.9%	-17.5%	4.5%
CCSc1nnc(NC(=O)Cc2ccc(OC)cc2)s1	-15.8%	1.0	-6.6%	18.3%	?	0.8%	0.3%	3.8%	8.4%
CCOC(=O)C1CCCN(Cc2cn(C)nc2-c2ccc3c(c2)OCCO3)C1 (centres undefined)	-2.9%	-11.7	0.4%	8.9%	-5.4%	-1.9%	-1.3%	-4.3%	-6.9%
CC(C)N=C(NC#N)SCC(=O)NC(C)(C)C	-16.1%	-2.7	0.7%	6.0%	-13.6%	-3.5%	0.8%	-1.5%	-1.1%
CCOc1ccc(NC(=S)C(C#N)=C2N(C)c3ccccc3N2C)cc1	-16.9%	0.7	-3.3%	0.6%	-9.4%	-2.1%	-0.1%	1.7%	15.6%
O=C1C=C(NCCN2CCOCC2)CC(c2ccccc2)C1 (centres undefined)	-13.1%	-4.6	-2.5%	23.0%	-10.2%	-2.4%	-2.0%	1.4%	4.7%
O=S(=O)(c1ccc(Br)s1)N1CCN(CCOc2ccccc2)CC1	-5.8%	-8.0	-4.3%	.	.	-2.7%	.	-8.0%	5.8%
CCOC(=O)C1=C(CNCc2ccc(C)cc2)NC(=O)NC1c1ccc(OC)cc1 (centres undefined)	?	7.9	-5.0%	?	2.1%	-2.5%	-6.3%	-1.8%	-0.8%
Cc1cc(NC(=O)c2ccc(Cl)cc2)cc(C)c1OCC(=O)N1CCOCC1	0.4%	-6.9	-7.1%	18.4%	-8.8%	2.7%	0.1%	-2.2%	16.8%
CCOc1cc(C(N)=O)cc(Br)c1OCc1ccccc1	-1.8%	-0.4	-0.6%	-1.3%	-11.3%	-3.0%	-5.7%	3.3%	-24.3%
CN(CC(=O)Nc1cccc(F)c1)C(=O)Cc1n[nH]c(=O)c2ccccc12	-1.2%	-3.4&-0.2	-8.5%	.	.	-2.5%	.	-21.2%	20.0%
CCCCSc1nnc(CCC)n1N	9.2%	-2.9	-4.9%	101.7%	-9.2%	-2.3%	-4.7%	-3.3%	13.4%
CC(C)[C@H](CO)Nc1nc(NCc2ccc(S(N)(=O)=O)cc2)c2ncn(C(C)C)c2n1	-9.1%	2.6	?	-16.3%	3.5%	1.9%	-6.8%	0.0%	10.9%
Cc1oc(/N=C/c2ccc(F)cc2)c(C#N)c1C	1.1%	3.4	28.9%	-16.3%	-1.8%	-3.6%	-3.2%	4.6%	23.5%
CCn1c(SCC(=O)NC2CCCC2)nnc1C(C)NC(=O)c1ccccc1F (centres undefined)	2.8%	-5.7	-2.9%	40.7%	32.1%[activator]	2.0%	-10.5%	0.7%	17.8%
CCOC(=O)c1c(C)[nH]c(C(=O)CN2C(=O)NC(C)(c3ccc(C)cc3)C2=O)c1C (centres undefined)	-23.2%	3.0	-1.5%	3.5%	?	-3.2%	-11.2%	-16.4%	13.6%
COc1cccc(N=C2CC(C)(C)CC(=O)/C2=C(/O)c2ccccc2)c1	-12.7%	0.0	-4.1%	5.9%	-18.1%	-2.3%	-11.7%	7.5%	108.2%[activator]
Cc1cccn2c(=O)nc(SCC(=O)NCCc3ccccc3)nc12	-2.0%	-6.0	20.6%	.	.	-2.5%	.	-19.3%	13.5%
CC1C(=O)CCC1(C(=O)O)c1ccccc1 (centres undefined)	-16.2%	0.4	21.7%	29.4%	-4.9%	-6.4%	0.0%	-11.7%	-0.9%
O=C(c1cc2c(s1)CCCC2)n1cccn1	-10.3%	4.7	0.0%	-24.7%	-21.3%	-2.7%	-5.9%	-4.6%	8.4%
CCNC(=O)CC1C(=O)N(c2ccc(OC)cc2)C(=O)N1CCOC (centres undefined)	-21.5%	-4.0	10.9%	50.7%	-2.3%	12.8%	-1.3%	8.5%	37.1%[activator]
Cc1ccc(C(=O)N2CCC(C)CC2)cc1NC1=NC2CS(=O)(=O)CC2S1 (centres undefined)	-11.9%	-6.2	33.4%	12.2%	-9.1%	-3.8%	-1.0%	3.9%	21.3%
Cc1ccc(CS(=O)(=O)c2ncc(Cl)c(C(=O)Nc3ccc(OC(F)F)cc3)n2)cc1	-13.7%	-3.0	-12.5%	1.1%	1.1%	-18.5%	-8.7%	-8.9%	?
CN(C)CC(c1ccccc1)c1ccccc1	-18.0%	-5.6	1.8%	3.6%	-1.9%	8.5%	0.5%	5.3%	43.8%[activator]
COc1ccc(OC2OC3COC(C)(C)OC3C(O)C2NC(C)=O)cc1 (centres undefined)	-12.5%	-8.2	12.3%	44.0%	7.3%	-0.9%	6.8%	-5.9%	13.0%
Cc1cc(NS(=O)(=O)c2ccc3c(c2)OCCO3)no1	-9.9%	-3.3	1.2%	-19.0%	4.8%	0.6%	-5.8%	-3.0%	-11.3%
Cc1cc(C(=O)N2CC(C)CC(C)C2)n(-c2ccccc2)n1 (centres undefined)	-5.6%	-6.7	-2.7%	10.0%	-1.8%	-2.0%	1.4%	?	-29.9%
CCc1ccc(CCC(=O)Nc2sc3c(c2C#N)CCCC3)o1	?	4.4	-2.2%	-27.6%	3.8%	-4.9%	-9.7%	-11.2%	?
O=C(N/N=C/c1ccc(F)cc1)c1cccc(NC(=O)c2ccccc2Cl)c1	-16.1%	-5.9	37.9%	-18.0%	-11.6%	5.4%	-5.3%	-6.7%	-3.5%
CCn1c(NC)cc(=O)n(C)c1=O	-6.5%	0.1	-2.0%	3.8%	3.4%	-3.6%	7.4%	2.9%	-4.4%
CCCc1cc(=O)oc2cc(OC(C)C(=O)NCCCn3ccnc3)ccc12 (centres undefined)	-13.3%	1.2&2.7	21.7%	-14.1%	-10.1%	-3.0%	1.8%	1.5%	47.2%[activator]
CCCCN(CCCNC(=O)c1ccc(CS(=O)(=O)c2c(Cl)cccc2Cl)o1)Cc1ccccc1	-21.1%	-4.4	-2.4%	-3.4%	-19.6%	-1.5%	0.4%	2.8%	28.6%
O=C(CSc1nnc(NC(=O)Cc2ccccc2)s1)NCc1ccco1	-14.3%	-0.5	3.3%	?	-5.2%	-1.6%	-4.6%	-24.8%	-22.0%
CC(C)(C)c1ccc(C(=O)NC2(C(F)(F)F)NC(=O)N(CCc3ccccc3)C2=O)cc1 (centres undefined)	-11.1%	0.3	.	19.9%	?	-2.3%	-14.2%	-4.2%	-14.2%
CCCCn1c(N)c(N(CCC(C)C)C(=O)c2ccccc2C)c(=O)[nH]c1=O	-7.9%	-4.9	70.6%[activator]	2.7%	8.2%	-0.9%	-10.0%	-3.3%	26.1%
Cc1cccc(C(=O)c2ccccc2C(=O)O)c1	-13.3%	-3.5	3.0%	?	-6.8%	-3.9%	-3.2%	-6.7%	79.0%[activator]
Cc1cc(C)c(S(=O)(=O)NCCCN2CCOCC2)cc1Br	-10.5%	-1.8	-0.7%	34.9%	-12.5%	-5.9%	-0.1%	-3.4%	19.0%

A draw from above in order of heavy-atom count, low to high.
SMILES	Pol eta inh	LDHA inh	APE1 inh	POLB inh	Apoferritin bind	GRP78 ERSR act	BLM inh	POLK inh	Pol iota inh
CCn1c(NC)cc(=O)n(C)c1=O	-6.5%	0.1	-2.0%	3.8%	3.4%	-3.6%	7.4%	2.9%	-4.4%
Cc1cc(C(=O)N2CC(C)CC(C)C2)n(-c2ccccc2)n1 (centres undefined)	-5.6%	-6.7	-2.7%	10.0%	-1.8%	-2.0%	1.4%	?	-29.9%
COc1ccc(OC2OC3COC(C)(C)OC3C(O)C2NC(C)=O)cc1 (centres undefined)	-12.5%	-8.2	12.3%	44.0%	7.3%	-0.9%	6.8%	-5.9%	13.0%
CCCCn1c(N)c(N(CCC(C)C)C(=O)c2ccccc2C)c(=O)[nH]c1=O	-7.9%	-4.9	70.6%[activator]	2.7%	8.2%	-0.9%	-10.0%	-3.3%	26.1%

Looked up by compound from the entries so far, 2 records:
SMILES	Pol eta inh	LDHA inh	APE1 inh	POLB inh	Apoferritin bind	GRP78 ERSR act	BLM inh	POLK inh	Pol iota inh
CCc1ccc(CCC(=O)Nc2sc3c(c2C#N)CCCC3)o1	?	4.4	-2.2%	-27.6%	3.8%	-4.9%	-9.7%	-11.2%	?
O=C(N/N=C/c1ccc(F)cc1)c1cccc(NC(=O)c2ccccc2Cl)c1	-16.1%	-5.9	37.9%	-18.0%	-11.6%	5.4%	-5.3%	-6.7%	-3.5%
